# PREPL inhibitor: inhibits the human prolyl oligopeptidase-like enzyme; Q4J6C6; recombinant PREPL, fluorescence polarization activity-based probe; inhibition, % at 5.96 µM; 320,000 tested, 0.68% active; AID 2751; in the data active = inhibition above about 43%;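 note: 0% = enzyme with DMSO and 100% = wells lacking enzyme; many of its hits are not listed in these tables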
# PAFAH1B2 FP inh: inhibitors of human PAFAH1B2; recombinant PAFAH1B2, FP-rhodamine activity probe, fluorescence polarization; inhibition, % at 3.39 µM; 340,000 tested, 1.2% active; AID 492953;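 active = inhibition above the mean of all tested compounds plus 3 SD, cut at about 24% in these data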;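 note: 0% = enzyme with DMSO and 100% = wells lacking PAFAH1B2; many of its hits are not listed in these tables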
# PAD4 inh: PAD4 (human) enzyme inhibition | Q9UM07 | recombinant PAD4, RCA probe fluorescence polarization | inhibition, % at 6.36 µM | 330,000 tested, 0.41% active;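 active = percent inhibition above a cutoff equal to the mean of all tested compounds plus 3 SD, cut at about 15% in these data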;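 note: 0% = PAD4 with RCA probe and DMSO and 100% = probe without PAD4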
# Target sequence (Q9UM07 whole entry, looked up): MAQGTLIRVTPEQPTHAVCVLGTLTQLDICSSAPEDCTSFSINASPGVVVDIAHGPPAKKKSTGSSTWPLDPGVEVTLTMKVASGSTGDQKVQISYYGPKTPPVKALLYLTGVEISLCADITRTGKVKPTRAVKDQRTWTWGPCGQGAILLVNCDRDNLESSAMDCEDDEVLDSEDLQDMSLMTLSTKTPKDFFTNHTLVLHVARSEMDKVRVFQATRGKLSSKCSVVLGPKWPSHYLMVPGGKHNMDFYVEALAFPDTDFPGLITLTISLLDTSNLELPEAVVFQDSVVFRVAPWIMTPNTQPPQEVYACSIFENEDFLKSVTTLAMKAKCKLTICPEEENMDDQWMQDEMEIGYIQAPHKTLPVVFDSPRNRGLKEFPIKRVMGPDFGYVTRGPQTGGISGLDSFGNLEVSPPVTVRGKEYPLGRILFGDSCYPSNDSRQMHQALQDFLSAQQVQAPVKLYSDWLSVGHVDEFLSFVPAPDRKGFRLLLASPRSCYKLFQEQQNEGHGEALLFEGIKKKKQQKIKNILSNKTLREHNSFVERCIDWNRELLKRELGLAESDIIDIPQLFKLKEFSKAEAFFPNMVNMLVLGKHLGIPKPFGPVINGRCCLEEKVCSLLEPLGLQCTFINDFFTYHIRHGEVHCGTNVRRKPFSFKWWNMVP
# LYPLA2 inh: LYPLA2 (human) inhibition in PME1 counter-screen; O95372; recombinant LYPLA2, FP-Rh probe fluorescence polarization; inhibition, % at 5.9 µM; 320,000 tested, 0.38% active;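 active = inhibition above the screen-wide mean plus 3 SD, limit set per campaign, cut at about 26% in these data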;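 note: 0% = LYPLA2 with DMSO and 100% = wells lacking LYPLA2 enzyme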
# LYPLA1 counter: LYPLA1 (human) inhibition in PME1 counter-screen; O75608; recombinant LYPLA1, FP-Rh probe fluorescence polarization; inhibition, % at 5.9 µM; 320,000 tested, 0.16% active; AID 2174;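 active = inhibition above the mean of all tested compounds plus 3 SD, set per campaign, cut at about 14% in these data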;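 note: inhibitors block serine hydrolase probe labeling of LYPLA1 so polarization falls; 0% = enzyme with DMSO and 100% = wells lacking LYPLA1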
# pPAFAH FP inh: pPAFAH (human) enzyme inhibition | recombinant pPAFAH, FP-rhodamine probe fluorescence polarization | Q13093 | inhibition, % at 3.39 µM | 330,000 tested, 1.5% active | AID 463082;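 active = inhibition above the mean inhibition across the screen plus 3 SD, cut at about 25% in these data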;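 note: inhibitors block binding of the rhodamine activity-based probe so polarization drops; 0% = enzyme with DMSO and 100% = wells lacking pPAFAH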
# GSTO1 inh: blocks human GSTO1 in RBBP9 counter-screen | recombinant GSTO1, activity-based probe fluorescence polarization | inhibition, % at 5.96 µM | 300,000 tested, 1.1% active | AID 1974;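 active = inhibition above the campaign mean inhibition plus 3 SD, cut at about 35% in these data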;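 note: 0% = GSTO1-1 with DMSO and 100% = wells lacking GSTO1-1 enzyme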
# PAFAH2 FP inh: PAFAH2 (human) inhibition. Q99487. recombinant PAFAH2, FP-rhodamine activity probe, fluorescence polarization. inhibition, % at 3.39 µM. 340,000 tested, 0.99% active. AID 492956;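 active = inhibition above the mean over all tested compounds plus 3 SD, cut at about 30% in these data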;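 note: inhibitors block probe labeling of enzyme so polarization drops; 0% = enzyme with DMSO and 100% = wells lacking PAFAH2 protein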
# PAFAH1B3 FP inh: PAFAH1B3 (human) inhibition. inhibition, % at 3.39 µM. AID 492972. Q15102. recombinant PAFAH1B3, FP-rhodamine probe, fluorescence polarization. 340,000 tested, 0.28% active;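 active = inhibition above the screen-wide average of all tested compounds plus 3 SD, cut at about 25% in these data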;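 note: 0% = enzyme with DMSO only and 100% = wells lacking PAFAH1B3 protein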
# Target sequence (Q15102 whole entry, looked up): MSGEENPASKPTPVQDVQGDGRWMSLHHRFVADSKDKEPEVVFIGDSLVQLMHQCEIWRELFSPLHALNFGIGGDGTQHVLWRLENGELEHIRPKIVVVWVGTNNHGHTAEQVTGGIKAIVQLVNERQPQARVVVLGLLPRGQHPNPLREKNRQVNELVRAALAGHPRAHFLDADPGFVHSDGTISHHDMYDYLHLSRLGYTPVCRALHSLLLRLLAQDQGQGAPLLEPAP
# An asterisk follows results filed as active; · = not tested or not shown. Not all compounds are listed. The share of hits here may be higher or lower than overall.
SMILES,PREPL inhibitor,PAFAH1B2 FP inh,PAD4 inh,LYPLA2 inh,LYPLA1 counter,pPAFAH FP inh,GSTO1 inh,PAFAH2 FP inh,PAFAH1B3 FP inh
CCN1CCCC1CNC(=O)C(=O)NC1CC1 (configuration not stated),-7,6,-13,2,4,5,3,-4,-7
CN(c1ccc(C(=O)NCCSC(C)(C)C)cc1)S(C)(=O)=O,-11,1,-3,3,0,3,0,3,8
COC(=O)c1cccc(NS(C)(=O)=O)c1,4,3,3,-3,-1,6,-1,-2,5
Cc1cc(C)n(C2CC(=O)N(c3ccc(Cl)c(Cl)c3)C2=O)n1 (configuration not stated),-11,2,6,0,2,2,9,5,11
COc1ccc2[nH]c3nc(SCc4nnc(-c5ccccc5)o4)nnc3c2c1,2,-1,0,-2,-1,21,4,9,4
CC(C(=O)N1CCc2ccccc21)N1CCN(Cc2ccccc2)CC1 (configuration not stated),20,-1,2,-2,-2,5,5,4,1
CCCCn1c(-c2csc3ccccc23)n[nH]c1=S,-7,0,-2,5,2,-1,0,7,3
COc1ccc(/C=C/C(=O)OCc2cc(=O)n3c(n2)sc2ccccc23)cc1,5,3,1,-4,-3,-4,-6,-2,-16
COc1ccc(CCNC(=O)C(C)c2ccc([N+](=O)[O-])cc2)cc1 (configuration not stated),-1,7,-5,1,0,13,6,-7,-5
Cc1ccc(NC(=O)CN(C)CC(=O)Nc2cccc(F)c2)cc1S(=O)(=O)N1CCCCCC1,-6,1,1,-10,-9,6,-13,-10,-9
CC[N+](CC)(CC(=O)Nc1c(C)cccc1C)Cc1ccccc1,2,-5,0,-5,2,6,0,7,8
COc1ccccc1CNCc1cc(=O)oc2c(C)c(C)ccc12,2,2,-2,-5,1,3,3,6,4
CCOC(=O)N1N=C(c2ccc(C)cc2)CC1(O)C(F)(F)F (configuration not stated),6,-2,3,-6,-2,7,-2,2,8
O=C(Nc1ccc(Cl)cc1)Nc1nnc(-c2ccncc2)s1,0,-3,-2,-2,-5,1,-5,4,8
Cc1ccc(Nc2nc(Cl)nc(NC(C)(C)C)n2)cc1,-9,4,0,-2,-1,5,5,0,1
O=C(NNC1=NS(=O)(=O)c2ccccc21)c1ccc(Cl)cc1,1,0,-4,1,-1,3,-2,-7,4
Cc1ccc(-n2ncc3c2CCCC3NC(=O)c2csnn2)cc1C (configuration not stated),14,-3,4,9,0,4,9,-7,4
COc1cccc(OCCc2c(C)n[nH]c2C)c1,3,0,2,10,4,-2,0,-12,16
Nc1cccc(C(=O)Nc2ccc3nc(-c4cccnc4)[nH]c3c2)c1,0,2,-3,-5,0,1,-2,-9,7
CCOC(=O)c1c(C)[nH]c(/C(C)=N/O)c1C,12,5,4,2,0,3,-7,-3,-5
CCS(=O)(=O)N1CCN(Cc2ccc([N+](=O)[O-])cc2)CC1,2,9,0,-1,-6,-6,3,-9,15
Cc1cc(C)c(S(=O)(=O)c2ccc(Cl)cc2)c(=O)[nH]1,-6,0,2,1,2,2,2,4,0
O=C(CSc1nnc(Cc2cccs2)n1CCc1ccccc1)N1CCCc2ccccc21,14,9,-5,2,0,-1,4,10,0
COCCn1c(=O)[nH]c2cc(C(=O)NC(C)C)ccc2c1=O,8,0,4,-3,-4,-6,-57,-7,1
O=C1c2ccccc2NC2CCCCCN12 (configuration not stated),12,4,-3,8,2,3,7,10,10
Cc1cc(C)n(CC(O)Cn2ccc3ccccc32)n1 (configuration not stated),11,5,-2,3,0,5,0,1,6
N#Cc1ccccc1OCC(=O)NC(=O)NC1CCS(=O)(=O)C1 (configuration not stated),20,0,2,6,-2,-4,·,-1,2
Cc1ccc(NC(=O)CCn2c(=O)[nH]c3ccsc3c2=O)cc1C,-10,2,-3,8,3,5,-10,-8,6
CC(=O)Nc1ccccc1OCC(=O)NC1CCCCC1C (configuration not stated),8,-2,1,6,2,6,·,1,-4
Cc1[nH]c2ccccc2c1CC(=O)O,3,3,-12,0,0,2,5,7,7
COc1ccc(OC)c(-n2c(Cn3c(-c4ccccn4)nc4ccccc43)n[nH]c2=S)c1,8,6,5,2,-3,1,12,4,-2
CC(C)(C)S(=O)(=O)c1cnc(-c2ccc(Cl)cc2)nc1N,0,8,2,-1,-2,3,0,-4,7
COC(=O)c1ccc(C(=O)OC)c(NS(C)(=O)=O)c1,12,0,-1,0,-1,1,0,0,2
O=C(/C=C/c1cccnc1)c1ccc(O)cc1,2,5,-7,4,1,4,-4,1,3
CC(C)n1cc(/C=N/NC(=O)COc2cccc3cccnc23)c2ccccc21,15,1,-5,4,-1,5,11,12,-3
COc1ccc(C)cc1S(=O)(=O)Nc1ccc2c(c1)OCCO2,25,-2,2,4,0,-3,11,1,4
O=C(c1ccccc1)c1ccccc1N1C(=O)C=CC1=O,-5,2,3,4,-2,0,1,0,5
C=CCn1c(SCc2nc3sc(C(=O)O)c(C)c3c(=O)[nH]2)nnc1-c1ccc(C(C)(C)C)cc1,-3,11,-5,2,-2,26*,10,5,21
COCCCNC(NC(=O)c1ccc(Br)cc1)C(Cl)(Cl)Cl (configuration not stated),13,0,-3,3,-3,3,0,2,-2
Cc1cc(Cc2ccc(N)c(C)c2)ccc1N,7,7,0,4,4,-3,4,-1,-4
COc1ccc(Cc2nnc(N/N=C/c3ccc(C)o3)[nH]c2=O)cc1,14,-1,-2,3,-2,1,5,-4,3
CC(OC(=O)Cc1c(F)cccc1Cl)C(=O)NCCC1=CCCCC1 (configuration not stated),3,2,1,-1,0,6,6,1,5
CCCC(C(=O)NC1CCCC1)N(Cc1ccc(OC)cc1)C(=O)c1snc(C(N)=O)c1N (configuration not stated),13,7,-5,-3,2,1,-1,-11,-3
N#Cc1cccc(NC(=O)CSc2ccccc2)c1,-1,7,-2,0,-1,7,3,3,1
COC(=O)c1cccc(NC(=O)CSc2nnc(C)n2Cc2ccccc2)c1,-16,1,0,-1,-6,8,0,-3,6
COc1cccc(Nc2nc(CC(C)=O)ns2)c1,-2,6,-2,7,0,-1,-3,4,-4
CC1CCCN(C(=O)C2CCN(CC(C)c3ccccc3)CC2)C1 (configuration not stated),14,2,5,-2,1,-9,-3,3,4
COc1cc(C(=O)NCCNc2nc3c(C)c(C)ccc3cc2C#N)cc(OC)c1OC,0,-4,-3,-8,-5,3,1,8,10
CCOC(=O)c1ccc(NC(=O)c2ccc(CN3CCc4ccccc4C3)cc2)cc1,-14,-2,-1,-18,-14,5,16,2,3
CCN(CC)CCCN1C(=O)C(=O)/C(=C(/O)c2ccc(OC)cc2)C1c1ccco1 (configuration not stated),1,0,-1,2,0,3,1,-7,1

# (more compounds)
SMILES,PREPL inhibitor,PAFAH1B2 FP inh,PAD4 inh,LYPLA2 inh,LYPLA1 counter,pPAFAH FP inh,GSTO1 inh,PAFAH2 FP inh,PAFAH1B3 FP inh
COc1cccc(Cn2c(-c3cccs3)noc2=O)c1,-2,3,-1,5,2,5,-4,-3,14
COc1ccccc1-c1ccc(/C=C2/C=C(C)OC2=O)o1,0,-4,-1,-12,-6,10,10,-6,6
S=C(c1c[nH]c2ccc(Br)cc12)N1CCOCC1,14,11,5,-4,0,2,-3,4,0
O=C(c1ccc(=O)oc1)N1CCC(C(O)(c2ccccc2)c2ccccc2)CC1,-3,8,0,0,0,-2,2,5,5
Cn1c(/N=C/c2c[nH]c3ccccc23)nc2ccccc21,10,-1,-4,-1,0,-3,-2,7,3
Cc1cccc(N/C(N)=N/c2nc3c(c(=O)[nH]2)CCCC3)c1,18,5,0,-10,-2,-2,-1,5,8
O=C(COC(=O)c1cccc(F)c1)NCCC1=CCCCC1,8,1,-5,·,·,22,·,18,5
COc1ccccc1NC(=O)N(c1c(N)n(Cc2ccccc2)c(=O)[nH]c1=O)C1CCCC1,7,0,0,-6,-1,2,1,3,8
COc1ccccc1N1CCN(Cc2ccc(-c3ccccc3[N+](=O)[O-])o2)CC1,11,5,2,0,-2,8,7,5,8
O=C(/C=C/c1ccc(F)cc1)NC(Cc1c[nH]c2ccccc12)C(=O)O (configuration not stated),11,4,-2,0,2,5,4,0,6

# Four consecutive records already listed:
SMILES,PREPL inhibitor,PAFAH1B2 FP inh,PAD4 inh,LYPLA2 inh,LYPLA1 counter,pPAFAH FP inh,GSTO1 inh,PAFAH2 FP inh,PAFAH1B3 FP inh
O=C(COC(=O)c1cccc(F)c1)NCCC1=CCCCC1,8,1,-5,·,·,22,·,18,5
COc1ccccc1NC(=O)N(c1c(N)n(Cc2ccccc2)c(=O)[nH]c1=O)C1CCCC1,7,0,0,-6,-1,2,1,3,8
COc1ccccc1N1CCN(Cc2ccc(-c3ccccc3[N+](=O)[O-])o2)CC1,11,5,2,0,-2,8,7,5,8
O=C(/C=C/c1ccc(F)cc1)NC(Cc1c[nH]c2ccccc12)C(=O)O (configuration not stated),11,4,-2,0,2,5,4,0,6

# Further records
SMILES,PREPL inhibitor,PAFAH1B2 FP inh,PAD4 inh,LYPLA2 inh,LYPLA1 counter,pPAFAH FP inh,GSTO1 inh,PAFAH2 FP inh,PAFAH1B3 FP inh
COC(=O)c1c(NC(=O)/C=C/C(=O)O)sc(C)c1-c1ccc(C)cc1,15,5,-8,3,-3,15,-29,7,5
COC(=O)c1ccc(-c2ccc(/C=N/N3C(=O)C4C5C=CC(CC5)C4C3=O)o2)cc1 (configuration not stated),0,-2,-4,2,-2,5,-3,7,7
CC(C)Oc1ccc(C(=O)NC(Cc2c[nH]c3ccccc23)C(=O)NN)cc1 (configuration not stated),4,·,7,-24,-12,7,1,·,·
CC1CCN(S(=O)(=O)c2ccc3nc(N4CCN(c5ccccc5)CC4)ccc3c2)CC1,4,·,-1,5,3,4,6,·,·
Cc1cc(C)n2nc(C(=O)OCC(=O)Nc3ccc4c(c3)OCO4)nc2n1,2,0,-3,-2,2,-1,-4,-14,1
COc1ccccc1N(CC(=O)N/N=C/c1ccc(OCC(=O)NCc2ccco2)cc1)S(=O)(=O)c1ccc(C)cc1,-24,-1,2,-25,-13,-3,-13,-14,-8
CCN(CC)S(=O)(=O)c1ccc(Cl)c(NC(=O)COc2ccccc2[N+](=O)[O-])c1,-2,-1,-4,-10,-5,-1,4,-5,-3
CCn1c(=O)c2sccc2n2c(CCCC(=O)N3CCN(c4ccccn4)CC3)nnc12,1,-4,-6,6,4,-1,-10,6,-1
CCCCn1c(=O)c2ccccc2c2ccccc2c1=O,4,4,-2,-2,0,0,-2,-10,-3
COc1ccc(NC(=O)/C=N/O)cc1,-3,3,-10,-1,2,4,3,-1,1
CCC(=O)Nc1cccc(C2=NOC3(C2)C[C@@H](C(N)=O)N(C(=O)C(c2ccccc2)c2ccccc2)C3)c1 (some centres not stated),-9,3,1,-2,-1,2,0,-5,3
CC(OC(=O)CSc1ccc([N+](=O)[O-])cc1)C(=O)NCc1ccccc1 (configuration not stated),11,6,4,1,0,16,0,4,9
Cc1ccc(-n2cc(-c3ccccc3)[nH]c2=O)cc1F,13,-1,0,4,3,3,5,-3,-7
Nc1c(S(=O)(=O)c2cccs2)c2nc3ccccc3nc2n1CC1CCCO1 (configuration not stated),5,0,-2,0,0,-2,3,-3,-5
O=C(CSc1nnc(NC(=O)Cc2ccccc2)s1)NCc1ccco1,2,18,1,-1,0,0,5,4,-1
Cc1onc(-c2ccccc2)c1C(=O)Nc1sc2c(c1C#N)CCC2,6,1,-7,0,-2,27*,4,17,9
Cc1ccc(C)c(-n2nnnc2SCC(=O)Nc2cccc(-c3nnc4n3CCCCC4)c2)c1,6,-4,7,-13,-3,0,-1,5,5
Cn1c(N)c(C(=O)COC(=O)Cc2cccs2)c(=O)n(C)c1=O,1,-3,-4,·,·,2,·,6,6
